# Source: PubChem (several laboratories)
# PERK inhibitor: block of dimerizer-induced PERK translation repression, primary screen, PERK inhibitor project, CHO PERK-DD cells, SEAP luminescence, HTS; inhibition, % at 5.6 µM; CHO PERK-DD fusion, SEAP luminescence translation reporter; 220,000 tested, 0.17% active; Eukaryotic translation initiation factor 2-alpha kinase 3 (Homo sapiens), Q9NZJ5;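 active = inhibition above the mean inhibition of all tested compounds plus 3 SD, set separately per screening campaign, cut at about 2.9% in these data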;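 note: PERK kinase domain activated by AP20187 dimerizer at 100 nM; 0% = DMSO with dimerizer and 100% = rapamycin at 8.4 µM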
# Mdm2 ligase inh: MDM2-luciferase reporter signal enhancers, primary screen, MDM2 E3 ligase inhibitor project, cell-based, luminescence, 1536-well | signal enhancement, % at 5 µM | cell-based MDM2 ubiquitination luciferase reporter, 2 h; 0 = plate control, 100 = twice control, blank-subtracted | AID 1230, 2008 | 210,000 tested, 0.11% active | E3 ubiquitin-protein ligase Mdm2 (Homo sapiens), Q00987;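 active = signal enhancement of 30% or more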;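 note: luminescence tracks abundance of the self-degrading MDM2-luciferase fusion protein; higher signal means inhibition of MDM2 E3 ligase activity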
# Target sequence (Q00987 whole entry, looked up, the tested form may be a part): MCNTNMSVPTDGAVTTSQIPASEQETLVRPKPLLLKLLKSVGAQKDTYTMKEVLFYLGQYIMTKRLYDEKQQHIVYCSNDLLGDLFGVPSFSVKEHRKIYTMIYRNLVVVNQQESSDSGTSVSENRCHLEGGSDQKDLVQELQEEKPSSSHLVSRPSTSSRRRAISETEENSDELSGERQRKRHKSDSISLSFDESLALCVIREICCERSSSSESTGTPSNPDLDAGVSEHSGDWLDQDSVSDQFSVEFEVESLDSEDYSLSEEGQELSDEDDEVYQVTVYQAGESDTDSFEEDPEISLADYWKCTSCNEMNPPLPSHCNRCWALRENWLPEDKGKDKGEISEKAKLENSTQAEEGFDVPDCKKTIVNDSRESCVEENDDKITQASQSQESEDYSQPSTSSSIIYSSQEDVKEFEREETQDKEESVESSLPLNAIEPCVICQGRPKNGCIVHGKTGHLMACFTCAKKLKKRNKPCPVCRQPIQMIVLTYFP
#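 Test system: stable mammalian line carrying autodegrading MDM2–luciferase fusion reporter; quantity: 2000 cells in each well; times: 4 h cell settling then 2 h compound exposure, 37 °C; detection: luminescence with SteadyLite reagent, 15 min at room temperature; evaluation: percent signal gain over controls, blank-subtracted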
# EBV gp42 block: Epstein-Barr virus gp42 inhibitors, primary screen, biochemical, uHTS, fluorescence polarization; inhibition, % (tested at 21.74 µM); 220,000 tested, 0.42% active; AID 1085, 2008; Fluorescence polarization binding assay, mP read-out; in the data active = inhibition above about 50%
# Target sequence (Q1HVG2 whole entry, looked up): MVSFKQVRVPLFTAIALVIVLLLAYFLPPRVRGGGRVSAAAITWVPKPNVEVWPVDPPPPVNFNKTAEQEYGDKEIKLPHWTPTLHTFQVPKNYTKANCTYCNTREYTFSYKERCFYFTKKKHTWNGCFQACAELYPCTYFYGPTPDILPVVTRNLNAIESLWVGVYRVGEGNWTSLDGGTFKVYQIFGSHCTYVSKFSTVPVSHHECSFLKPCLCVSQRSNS
# Rad51 HR inh: human RAD51 strand exchange inhibitors, primary screen, biochemical, fluorescence | DNA repair protein RAD51 homolog 1 (Homo sapiens), Q06609 | hRad51 DNA strand exchange, fluorescence dequenching | inhibition, % at 10 µM | 200,000 tested, 0.085% active;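 active = inhibition above 40% at the single screening dose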;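 note: 0% = DMSO control wells and 100% = blanks with heterologous ssDNA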
# Target sequence (Q06609 whole entry, looked up): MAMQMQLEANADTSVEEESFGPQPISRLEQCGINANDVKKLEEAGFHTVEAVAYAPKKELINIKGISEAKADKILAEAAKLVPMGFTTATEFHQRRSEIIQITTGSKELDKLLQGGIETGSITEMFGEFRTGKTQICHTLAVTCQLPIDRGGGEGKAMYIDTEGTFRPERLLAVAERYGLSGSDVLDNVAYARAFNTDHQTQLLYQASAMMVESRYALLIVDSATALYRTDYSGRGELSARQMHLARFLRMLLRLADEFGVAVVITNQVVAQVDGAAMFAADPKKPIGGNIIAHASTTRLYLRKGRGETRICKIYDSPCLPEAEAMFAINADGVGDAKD
#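 Test system: preformed human Rad51 ssDNA filaments; also added: Donor/quencher-labelled 47-bp dsDNA substrate; doses: 10 µM final, single point; times: 37 °C 15-min filament assembly, 30-min compound preincubation, 15-min exchange; detection: FRET fluorescence dequenching, excitation 485 nm, emission 520 nm; read-out basis: Fluorescence-based percent inhibition, control- and blank-normalised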
# L929 necroptosis: inhibitors of zVAD-triggered necroptosis, primary screen, L929 cells; viability rescue, % at 10 µM; L929 zVAD necroptosis rescue, ATP luminescence, 24 h; with zVAD 60 µM; 220,000 tested, 0.38% active; AID 1377, 2008;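 active = activation, scaled between plate controls, above about 75%, limit read from the data; inactive = activation under that limit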;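 note: 0% = zVAD with DMSO and 100% = DMSO alone without zVAD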
# Cl transport mod: KCC2 cotransporter modulators, thallium flux, primary screen, cell-based, HEK293 KCC2, FluoZin-2 fluorescence, MLSMR; Solute carrier family 12 member 5 (Homo sapiens), Q9H2X9; KCC2 cells, thallium flux FluoZin-2 fluorescence; B-score of Tl+ flux slope (higher = more flux/activation; lower = inhibition) at 10 µM; 190,000 tested, 2.2% active; AID 1456, 2008;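 active = thallium flux slope and its plate-corrected score both differing from the plate sample mean at a set confidence after two filtering rounds, in either direction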;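 note: slope of fluorescence scaled to starting intensity during 10 to 20 s after thallium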
# TNF death inh: inhibitors of TNF-alpha triggered necroptosis, primary screen, cell-based, Jurkat FADD-/-, single concentration; Jurkat FADD-/- TNF necroptosis rescue, ATP luminescence, 24 h; 0 = TNF only, 100 = no-TNF cells; activation (protection from cell death), % at 10 µM; 220,000 tested, 0.068% active;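 active = activation, meaning protection from cell death, of at least 50% relative to plate controls; inactive = activation below 50%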;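 note: necroptosis triggered by 40 ng/mL TNF-alpha added together with compound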
# eIF4E-4G inh: eIF4E–eIF4G protein interaction inhibitors, primary screen, biochemical, uHTS, TR-FRET, eIF4GI fragment; Eukaryotic translation initiation factor 4E (Mus musculus) + Eukaryotic translation …; TR-FRET eIF4E-eIF4GI(517-606) binding, 2 h; inhibition, % at 21.7 µM; 220,000 tested, 0.37% active; AID 782, 2007;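 active = inhibition above about 30%, limit read from the data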;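 note: 0% = full FRET control wells and 100% = background wells lacking eIF4GI fragment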
# m-calpain inh: inhibitors of pig calpain II, primary screen, biochemical, fluorogenic peptide substrate, 1536-well; purified calpain II, 30 min; inhibition, % at 16 µM; 220,000 tested, 0.37% active;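 active = inhibition above about 50%, limit read from the data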
# An asterisk follows results filed as active; i = inactive; . = not tested or not shown; & = joins results of further samples; [ ] = dose if it differs, or a comment. Outcome played no part in choosing rows; 3.6% or so of the library scored in one or more.
molecule	PERK inhibitor	Mdm2 ligase inh	EBV gp42 block	Rad51 HR inh	L929 necroptosis	Cl transport mod	TNF death inh	eIF4E-4G inh	m-calpain inh
COc1ccc(CNC(=O)c2cc(-c3ccncc3)nc3c(C)cc(C)cc23)cc1OC	-0.4	-26	-9	13	0.3	-0.036	-3.6	-2	-152
CC(Sc1n[nH]c(N)n1)C(=O)Nc1ccc(Cl)cn1 (configuration not stated)	-0.6	4	0	-5	0.2	-0.27	-2.2	-1	26
Cc1ccc([N+](=O)[O-])cc1NC(=S)NC(=O)C(C)(C)C	1.1	-30	-28	2	-0.3	-0.047	-1.7	7	24
Cc1ccc(-c2nc(CN(C)Cc3ccc4nccnc4c3)c(C)o2)s1	1.3	-15	1	.	0.3	0.63	2.4	0	-22
Nn1c(Cc2cccc3ccccc23)nnc1SCn1nnc2ccccc2c1=O	0.2	-2	-11	7	0.5	-1.4	-0.3	1	0
COc1ccc(S(=O)(=O)N(C)CC(=O)NC2CC2)cc1	1.0	-19	2	2	0.0	.	-0.9	-5	13
OCC1(CCc2ccccc2)CCN(Cc2ccccc2Cl)CC1	1.3	-10	-10	9	0.0	.	1.1	1	15
O=C(/C=C/c1ccco1)NC(=S)Nc1cccc([N+](=O)[O-])c1	1.2	-9	-22	-10	0.6	0.68	-3.7	1	14
CCCN1CCC(=O)N([C@H](CSc2ccc(C)cc2)c2ccccc2)CC1	.	-7	-6	-8	-0.3	-0.96	-1.5	-5	-5
CCOc1ccc2nc(NC(=O)c3cccnc3)sc2c1	1.1	-11	-10	.	0.1	-0.46	-2.0	-1[fluorescence artefact?]	-32
CC(=O)c1c(OC(=O)c2ccccc2Br)ccc2c(C)cc(=O)oc12	-0.3	-3	-8	.	0.4	-1	-5.8	-4[fluorescence artefact?]	-170
Cc1ccc(OCCC(=O)OCC(=O)N2c3ccccc3CC2C)cc1 (configuration not stated)	0.6	-30	-19	-5	6.2	-5.1*	0.5	1	19
CCN1C(=O)/C(=C/c2ccc(N3CCCC3)cc2)NC1=S	0.4	12	-143	i	1.5	4.1	2.7	12	22
CCc1ccc(NC(=O)CSc2nc3ccsc3c(=O)n2CCCCCC(=O)O)cc1	0.6	-2	-3	-9	3.6	-0.43	0.4	1	-55
Cc1cccc(C(=O)NCC2CCCO2)c1 (configuration not stated)	1.1	-7	-15	6	0.8	0.49	-0.7	3	-20
Cc1ccc(-c2nc(NC(=O)CSc3nnnn3-c3ccccc3)ns2)cc1	0.9	-9	-5	.	0.1	-3.9	-0.6	2[fluorescence artefact?]	-12
COc1cc(/C=N/N=C(N)N)ccc1OCc1ccccc1Cl	0.6	-30	-10	16	-4.0	-0.48	-17	0	12
CCOC(=O)CNC(=O)c1ccccc1	0.5	12	-36	0	0.0	0.19	-0.7	1	17
NNC(=S)Nc1cc(S(=O)(=O)N2CCOCC2)ccc1N1CCOCC1	0.3	-4	-2	18	0.4	1.3	0.5	-1	-49
CCOc1ccccc1NC(=O)C1CCN(S(=O)(=O)c2c(C)noc2C)CC1	-2.3	-5	-15	-6	-1.7	-0.6	0.7	-7[fluorescence artefact?]	10
COc1ccc(CN2C(=O)CC(Cc3ccc(C)cc3)C2=O)cc1OC (configuration not stated)	0.2	-22	-24	-2	-0.4	-1.7	-3.5	-2	16
COc1ccc(NC(=O)C(Cc2ccccc2)n2cccc2)cc1 (configuration not stated)	0.5	-11	-14	21	0.4	0.13	0.5	3	17
Cc1ccc(-c2nnc(-n3nc(C)cc3C)c3ccccc23)cc1	0.2	-5	-1	6	0.6	1.1	1.7	0	-13
CC(C)C(=O)N1CCN(C2=NS(=O)(=O)c3ccccc32)CC1	0.4	-18	-10	0	0.5	0.024	-1.3	3[fluorescence artefact?]	-13
C/C(=N/NC(=O)c1cccnc1)C1=C(O)CC(C)(C)CC1=O	0.6	7	-3	-7	0.5	-0.8	-0.3	-1	16
COC(=O)CN(c1ccc(C)c(Cl)c1)S(C)(=O)=O	0.2	4	-18	-9	-0.1	.	3.8	3[fluorescence artefact?]	-3
O=C(NCc1ccc2c(c1)OCO2)C1CCC(=O)N1C1CCCCC1 (configuration not stated)	0.4	-14	-16	13	0.4	0.33	2.5	3	-28
CCOC(=O)c1c(-c2ccc(OC)cc2)csc1NC(=O)CNCc1ccco1	0.3	-11	-20	3	0.1	.	-5.7	2	-13
O=C(C(NS(=O)(=O)c1cccs1)c1ccccc1)N1CCN(c2ccccc2)CC1 (configuration not stated)	-0.8	-6	-2	-5	0.1	-2.2	0.0	-6	-1
CCCCNS(=O)(=O)c1ccc2nc(SCC(=O)Nc3cc(C)cc(C)c3)[nH]c2c1	0.0	-15	4	.	1.3	1.5	3.1	1	11
C/C(=N/NC(=O)c1ccncc1)C1=C(O)CC(C)(C)CC1=O	0.2	-15	-13	9	1.1	0.0081	1.7	-1	20
NC(N)=N/N=C/c1c(Cl)cccc1Cl	0.6&-0.5	.	-14&-7	-3&0	0.6&13	-1.6&-0.64	1.0&0.3	-2&1	-1&11
CCOC(=O)C1CCN(C(=S)Nc2ccc(CC)cc2)CC1	0.2	-8	-31	30	1.5	0.43	-0.2	2	-23
CSc1ccccc1NC(=O)Nc1cccc(Cl)c1C	-0.5	-17	-7	-6	-0.7	-0.088	-0.4	-1	4
O=S(=O)(c1ccc(N=C2NN=C(c3cc(F)ccc3F)CS2)cc1)N1CCOCC1	-0.1	-3	-8	8	6.5	-1.6	-1.2	-3	-68
Cc1ccc(N(C)S(=O)(=O)c2cccc(C(=O)Oc3ccc4c(C)cc(=O)oc4c3)c2)cc1	1.0	5	-10	.	-0.5	-0.38	-1.7	-8	-429
O=C(COc1ccccc1)Nc1sc2c(c1C(=O)NCc1cccnc1)CCCC2	-0.9	5	3	-24	0.4	.	-1.5	-37	-135
CCOC(=O)NC(=O)COC(=O)CCCSc1nc2ccccc2s1	1.1	18	1	6	1.0	i	0.5	-1	-18
Nc1nc(CN2CCN(c3cccc(Cl)c3)CC2)nc(N2CCCc3ccccc32)n1	0.2	-6	8	11	-0.5	.	-1.0	-2	-17
Cc1cc(Cl)ccc1NC(=S)NC(C)(C)C	1.4	-11	6	-125	0.7	0.05	-4.0	-3	-2
O=C(NCc1ccco1)C(=O)c1cn(CC(=O)N2CCCCC2)c2ccccc12	0.1	18	-25	6	1.7	-0.53	1.8	2	-34
CN1CCN(CCCc2c3c(cc4c2CCC4)CCC3)CC1	-0.1	-3	-18	-1	0.6	0.5	3.9	5	-4
COc1ccc(C2c3sc(=O)[nH]c3SC3C4CCC(C4)C23)cc1OC (configuration not stated)	-0.6	0	0	2	-0.5	1.3	-4.2	-2[fluorescence artefact?]	-17
O=C(CC(NC(=O)OCc1ccccc1)C(=O)O)OCc1ccccc1 (configuration not stated)	0.0	0	-1	-7	2.4	-0.66	-0.5	-2	25
O=C(Cc1cccs1)Nc1ccc(C(=O)O)cc1	0.6	-10	-3	-1	-0.2	-0.11	-2.9	1	12
CC(C)(C)C(=O)CN1CCN(S(=O)(=O)c2ccc(F)cc2)CC1	0.1	-9	-2	8	-0.1	.	-0.1	0	-6
CCOc1ccc(C)cc1S(=O)(=O)N1CCCCC1	1.3	-9	-16	1	-0.2	.	-0.4	0	-13
S=C1Nc2cc(Cl)ccc2Sc2ccccc21	0.6	-10	4	-9	-0.3	8.4*	-2.4	2[fluorescence artefact?]	17
CCOC(=O)C1CCCN(C(=O)CS(=O)(=O)Cc2ccccc2)C1 (configuration not stated)	1.5	-2	-11	.	-0.4	0.27	-0.3	3	-9
CC12CN(NC(=O)c3ccc(Cl)cc3)C3(C#N)CC1CCC23C (configuration not stated)	-0.7	-89	7	-17	0.0	0.75	0.6	-1	22
Cc1ccc(N(Cc2ccc(C(=O)Nc3ccccc3C(=O)NCc3ccco3)cc2)S(C)(=O)=O)cc1C	-0.6	12	-13	-2	0.1	-0.25	-8.8	-4	-163
CCCSC1=C(C#N)C(c2ccc(O)c(OC)c2)CC(=O)N1 (configuration not stated)	0.6	-10	-12	1	0.5	0.18	-0.2	-3	-17
Cc1nn(C2CCS(=O)(=O)C2)c(Cl)c1/C=C/C(=O)OCC(=O)c1c[nH]c2ccccc12 (configuration not stated)	-0.8	-4	-24	3	-0.4	-1.2	-0.9	-5	-23
COc1ccc(/C=C/c2cc(-c3ccc(C)cc3)o[n+]2C)cc1	0.5	-24	-20	2	-0.3	-0.67	-21	14[fluorescence artefact?]	-238
COc1ccc2oc(=O)c(-c3nc(C)cs3)cc2c1	1.0	-24	8	4	8.2	-0.13	-0.3	-5	-134
O=C1CSC(c2ccccc2F)N1c1ccccc1 (configuration not stated)	0.6	-8	-10	-6	-0.9	.	0.0	1[fluorescence artefact?]	-4

# The listing continues.
molecule	PERK inhibitor	Mdm2 ligase inh	EBV gp42 block	Rad51 HR inh	L929 necroptosis	Cl transport mod	TNF death inh	eIF4E-4G inh	m-calpain inh
COc1cc(NC(=S)N2CCN(CCO)CC2)c(OC)cc1Cl	0.4	3	-4	9	0.8	1.9	-0.6	0	-2
CCC1CCC(C(=O)NNC(=O)OC)CC1 (configuration not stated)	1.1	3	-2	12	-0.1	0.48	0.8	-2	-12
CCOC(=O)COc1ncn(-c2ccccc2)n1	-0.1	-54	-14	2	1.2	-0.78	-0.1	-2	-14
CC(=O)NCCCC(=O)NNC1CC(=O)N(c2cccc(Cl)c2)C1=O (configuration not stated)	-0.1	-7	0	.	0.9	-0.65	1.2	-1	-25
CCCn1c(NCc2ccccc2NS(=O)(=O)c2ccc(C)cc2)nc2ccccc21	-0.3	6	7	3	1.2	0.8	2.6	4	-23
CN(CC(=O)Nc1ccc(N2CCOCC2)cc1)CC(=O)Nc1ccc(Cl)cc1[N+](=O)[O-]	-0.6	-6	-11	-5	0.8	0.82	1.5	4	13
CS(=O)(=O)NCc1nnc(SCc2ccccc2C(F)(F)F)o1	-0.2	.	-24	1	0.2	0.37	0.0	0	17

# One compound at a time, from the list above:
# S=C1Nc2cc(Cl)ccc2Sc2ccccc21 across the screens: PERK inhibitor: 0.6; Mdm2 ligase inh: -10; EBV gp42 block: 4; Rad51 HR inh: -9; L929 necroptosis: -0.3; Cl transport mod: 8.4*; TNF death inh: -2.4; eIF4E-4G inh: 2[fluorescence artefact?]; m-calpain inh: 17
# CCOc1ccc(C)cc1S(=O)(=O)N1CCCCC1 across the screens: PERK inhibitor: 1.3; Mdm2 ligase inh: -9; EBV gp42 block: -16; Rad51 HR inh: 1; L929 necroptosis: -0.2; Cl transport mod: .; TNF death inh: -0.4; eIF4E-4G inh: 0; m-calpain inh: -13
